# PGC1a acetyl inh: inhibitors of PGC1a acetylation signal, primary screen, cell-based, U2OS, AlphaScreen, inhibitor mode; 350,000 tested, 0.17% active; AlphaScreen anti-acetyl-lysine; with virally co-expressed GCN5 acetyltransferase; inhibition, % at 15.6 µM; AID 651687, 2012;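 active = every replicate shows inhibition of at least 40%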;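 also: 0% = neutral control wells and 100% = positive control wells; some results beyond the cut were filed as inactive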
# EWS-Fli block: EWS/Fli-driven NR0B1 reporter inhibitors, primary screen, A673 cells, NR0B1 luciferase, luminescence, MLPCN library. viability-normalised. inhibition, % at 12.6 µM. 350,000 tested, 0.67% active. AID 651661, 2012;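 active = mean inhibition of at least 50% after viability correction, with every replicate also passing that limit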;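 also: firefly luciferase signal divided by Alamar Blue viability fluorescence both relative to DMSO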
# PglD inh: C. jejuni PglD acetyltransferase inhibitors, primary screen, biochemical, DTNB colorimetric, single point; 360,000 tested, 0.098% active; UDP-N-acetylbacillosamine N-acetyltransferase PglD (Campylobacter jejuni); purified PglD enzyme, DTNB colorimetric CoA detection; inhibition, % at 12.5 µM; AID 602405, 2012; in the data active = inhibition above about 16%, passing the limit was not always enough; also: strong numbers were not always called active
# PAX8 inh HTS: inhibitors of PAX8-driven TPO luciferase reporter, primary screen, RMG-I cells, single concentration; SteadyGlo, 24 h; inhibition, % at 12.6 µM; 360,000 tested, 1.2% active; AID 652154, 2013;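 active = mean replicate inhibition at least 60% with every replicate also reaching 60%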;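 also: luciferase light reporting Pax8 driven TPO promoter activity; plate controls were median of neutral control wells for no effect and mitoxantrone controls for full effect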
# S100A4 MyoIIA: inhibitors of S100A4-myosin IIA peptide binding, primary screen, biochemical, fluorescence polarization, TAMRA-MyoIIA peptide. Protein S100-A4 (Homo sapiens), P26447. inhibition, % at 10.7 µM. 360,000 tested, 0.14% active. AID 652163, 2013;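 active = mean inhibition of at least 70% across replicates, with every replicate also reaching that level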
# Target sequence (P26447 whole entry, looked up): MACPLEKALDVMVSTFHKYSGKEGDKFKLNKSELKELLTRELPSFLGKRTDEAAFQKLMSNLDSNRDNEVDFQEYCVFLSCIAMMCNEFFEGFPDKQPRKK
#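 Test system: S100A4 monomer protein. Medium: HEPES buffer with Ca2+, pH 7.2. Reagent: fluorescent myosin IIA peptide, 5 nM. Compound dosing: single-point compound testing. Timing: 5 min between mix addition and reading. Benchmarks: DMSO neutral and TFP positive wells.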
# FN deposit inh: inhibitors of fibronectin matrix deposition, primary screen, AH1F cells, Alexa488-fibronectin fluorescence, plate reader. AH1F fibroblasts, overnight. inhibition, % at 12.6 µM. 350,000 tested, 0.086% active;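 active = mean inhibition across replicates of 30% or more, regardless of how many single replicates reach that level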;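 also: positive control wells lacked labelled fibronectin entirely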
#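 Material – AH1F fibroblast monolayer, labelled fibronectin deposition · Reagent – labelled fibronectin 24 nM · Timing – 1 h adhesion, overnight exposure · Measured by – fluorescence at 485 nm excitation, 525 nm emission · Read-out – inhibition of fibronectin deposition signal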
# LGR2 inh: inhibitors of bursicon-induced LGR2 CRE-luciferase signal, primary screen, cell-based, HEK293, CRE-luciferase reporter, bursicon stimulation; inhibition, % at 9.99 µM; 380,000 tested, 0.35% active; AID 720647, 2013; Drosophila bursicon receptor LGR2 (rickets); bursicon-stimulated, 4 h;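 active = drop in luminescence signal, shown as inhibition above about 50% in the replicate tests, limit read from the data, passing the limit was not always enough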;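 also: agonist challenge used bursicon conditioned medium at about half maximal strength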
# ERAP1 HTS inh: human ERAP1 aminopeptidase inhibitors, primary screen, biochemical, single point, plate reader | recombinant ERAP1, Leu-AMC fluorescence, 60 min | inhibition, % at 10.7 µM | 340,000 tested, 0.15% active;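 active = mean replicate inhibition of at least 30%, or all replicates individually reaching that 30% level; inactive = mean below 30% and not every replicate reaching it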;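 also: 0% = neutral control wells and 100% = L-leucinethiol positive control wells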
# Target sequence (Q9NZ08 whole entry, looked up): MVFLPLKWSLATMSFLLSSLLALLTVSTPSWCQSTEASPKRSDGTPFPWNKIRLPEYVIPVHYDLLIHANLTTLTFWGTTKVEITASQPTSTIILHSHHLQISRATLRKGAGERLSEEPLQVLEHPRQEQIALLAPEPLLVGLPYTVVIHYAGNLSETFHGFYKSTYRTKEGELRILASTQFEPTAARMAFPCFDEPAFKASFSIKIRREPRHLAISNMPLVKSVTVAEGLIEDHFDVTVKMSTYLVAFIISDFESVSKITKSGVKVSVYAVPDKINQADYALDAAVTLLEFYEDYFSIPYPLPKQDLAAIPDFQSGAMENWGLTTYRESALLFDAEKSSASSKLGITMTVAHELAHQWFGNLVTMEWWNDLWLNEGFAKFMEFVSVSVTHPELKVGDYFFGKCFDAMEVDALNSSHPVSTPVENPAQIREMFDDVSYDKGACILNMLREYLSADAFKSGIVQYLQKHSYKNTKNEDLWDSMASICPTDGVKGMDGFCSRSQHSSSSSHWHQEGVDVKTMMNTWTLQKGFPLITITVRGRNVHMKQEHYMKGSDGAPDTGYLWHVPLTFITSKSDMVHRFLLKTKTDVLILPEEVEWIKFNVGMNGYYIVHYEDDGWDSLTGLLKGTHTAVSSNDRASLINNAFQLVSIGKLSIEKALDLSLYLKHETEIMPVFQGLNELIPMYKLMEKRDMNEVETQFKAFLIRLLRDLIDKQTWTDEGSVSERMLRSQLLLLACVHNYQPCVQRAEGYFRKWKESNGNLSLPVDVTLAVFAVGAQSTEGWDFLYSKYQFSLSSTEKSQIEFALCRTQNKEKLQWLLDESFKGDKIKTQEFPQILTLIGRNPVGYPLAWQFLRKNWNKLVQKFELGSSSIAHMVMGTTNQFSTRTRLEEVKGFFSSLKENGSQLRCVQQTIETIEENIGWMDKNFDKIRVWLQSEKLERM
# The depositor's hits bear a star; x = not tested or not shown.
SMILES,PGC1a acetyl inh,EWS-Fli block,PglD inh,PAX8 inh HTS,S100A4 MyoIIA,FN deposit inh,LGR2 inh,ERAP1 HTS inh
C[C@@H]1CN([C@H](C)CO)C(=O)c2cccc(N(C)C)c2O[C@H]1CN(C)C(=O)NC1CCCCC1,-3,x,5,-8,15,5,-3,-1
CCCC(=O)Nc1ccc2c(c1)C(=O)N(C)C[C@H](OC)[C@H](C)CN(C(=O)c1ccncc1)[C@H](C)CO2,7,-1,6,-8,7,-9,19,-1
O=C(NCc1cccc(Br)c1)C1CC(c2ccccc2[N+](=O)[O-])=NO1 (centres undefined),-2,-2,1,3,0,3,-5,3
COc1ccc(S(=O)(=O)N(CC(=O)N2CCN(C)CC2)c2ccc(C)cc2)cc1Br,x,x,4,1,7,x,16,-3
Cc1cccc(S(=O)(=O)N[C@@H]2CC[C@H](CCNC(=O)CCN3CCCCC3)O[C@@H]2CO)c1,-6,0,1,-6,4,14,3,1
Cc1nc(NC(=O)COC(=O)CNC(=O)c2ccco2)c(Cl)cc1Cl,x,-2,0,7,-3,-31,-21,0
O=C(Nc1ccc(C(F)(F)F)cc1)N[C@H]1CC[C@@H](CC(=O)N2CCCCC2)O[C@@H]1CO,-2,3,0,33,0,5,-9,x
CCc1cc(C(=O)OC)c(NC(=O)c2ccoc2C)s1,x,-6,0,10,-5,x,9,4
CCOC(=O)N1CCN(C(=O)CS(=O)(=O)c2cn(Cc3ccc(F)cc3)c3ccccc23)CC1,x,4,-9,18,2,-5,5,1
COc1cccc(C(=O)N(c2ccc(OC)cc2OC)C2C=CS(=O)(=O)C2)c1 (centres undefined),1,4,0,x,1,x,3,16
CCOc1cc(S(=O)(=O)NCCCN2CCOCC2)c(C)cc1C,-4,x,1,-1,-2,x,9,2
CC(=O)NC1CCCC(NC(C)=O)C1 (centres undefined),7,11,1,20,12,-5,-5,0
OCCC(N1CCOCC1)C(O)(c1ccccc1)c1ccccc1 (centres undefined),x,-2,x,-1,-6,-2,4,0
C[C@@H]1CN([C@@H](C)CO)C(=O)c2cc(NS(C)(=O)=O)ccc2O[C@@H](C)CCCCO[C@@H]1CN(C)C(=O)Nc1ccc(F)cc1,5,-4,0,-8,6,x,-14,-1
O=C(NCc1cccs1)c1ccc(Cl)c(S(=O)(=O)N2CCOCC2)c1,-6,20,-4,-4,-2,-20,5,0
O=C(C[C@H]1C[C@H]2c3cc(NS(=O)(=O)c4ccc(F)cc4)ccc3O[C@H]2[C@@H](CO)O1)NCc1ccccn1,9,-5,1,1,5,x,-11,-2
O=C(Nc1ccc(F)cc1)Nc1nnc(COc2ccccc2F)s1,x,-2,x,-3,-4,4,28,-6
COc1ccc(Cc2noc(-c3ccc([N+](=O)[O-])cc3)n2)cc1OC,x,4,x,9,2,1,-8,-4
O=S(=O)(c1ccc(Cl)cc1)N1CCNCC1,5,3,x,-5,-3,3,3,4
O=C(COC(=O)c1ccc(Cl)c(S(=O)(=O)N2CCOCC2)c1)NCc1ccco1,-10,8,-4,10,-1,-3,4,-7
O=C1CSC(=S)N1N=Cc1c(F)cccc1Cl,x,-5,8,-7,-17,-3,-4,-21
CN1CC(=O)Nc2ccc([N+](=O)[O-])cc2C1=O,0,-8,-6,-21,-8,-11,9,-2
O=C(c1ccncc1)N1CCN(S(=O)(=O)c2ccc(OC(F)(F)F)cc2)CC1,0,-3,-5,-6,3,-5,-5,-3
O=C(CC1CC1)N1CC(=O)N2[C@H](CO)[C@H](c3ccc(C#Cc4ccc(F)cc4)cc3)[C@H]2C1,-28,5,x,4,-4,x,8,3
Cc1cc(NC(=O)CSc2ncccn2)no1,4,5,-2,x,-1,x,5,1
C[C@@H]1CN([C@H](C)CO)C(=O)c2cc(NC(=O)c3ccncc3)ccc2O[C@H]1CN(C)C(=O)Nc1ccc(C(F)(F)F)cc1,4,-7,0,1,13,9,-21,1
CCCC#Cc1cnc2c(c1)C(=O)N([C@H](C)CO)C[C@@H](C)[C@@H](CN(C)C(=O)Nc1cc(F)ccc1F)O2,0,-15,-1,x,-6,7,4,0
COc1ccc(-n2c(SCC(=O)C(C)(C)C)nc3ccsc3c2=O)cc1,-6,-6,1,1,5,1,7,2
CC1CC(=O)c2cnc(N)nc2C1 (centres undefined),-2,x,-4,x,0,-19,7,3
C[C@@H]1CN([C@@H](C)CO)C(=O)c2ccccc2-c2ccccc2CO[C@@H]1CN(C)Cc1ccc(O)cc1,-4,-6,-2,x,2,-2,8,2
Cc1noc(C)c1NC(=O)Nc1ccc2c(c1)C(=O)N([C@H](C)CO)C[C@H](C)[C@@H](CN(C)C)O2,1,-4,6,1,5,x,7,-1
O=C(C[C@@H]1C=C[C@@H](NC(=O)Nc2cc(F)ccc2F)[C@@H](CO)O1)NCCCN1CCOCC1,-4,-3,4,3,-4,-10,4,1
Cc1ccc(-n2c(CCc3ccccc3)n[nH]c2=S)cc1C,2,13,-2,17,-9,-2,16,1
Cc1ccccc1C(=O)NNC(=O)C1CCN(c2ncccn2)CC1,8,0,1,-9,2,-9,-5,-6
Cc1cc2c(c(/C=C/C(=O)c3ccccc3)c1)OC1(C=C2)Oc2ccccc2C(=O)N1C (centres undefined),50*,43,x,11,3,-2,50*,2
O=C(CN1C(=O)COc2ccc(S(=O)(=O)N3CCCCC3)cc21)NCc1ccc(Cl)cc1,-9,x,7,12,1,0,10,-4
O=C(CSc1nnc(-c2ccccn2)n1Cc1ccccc1)N1CCOCC1,-6,-5,-4,3,2,6,-30,1
Cc1noc(C)c1S(=O)(=O)Nc1ccc2c(c1)C(=O)N([C@H](C)CO)C[C@H](C)[C@H](CN(C)C(=O)c1ccncc1)OCCCC[C@H](C)O2,5,-3,3,-17,6,x,-1,-1
CCOC(=O)C1(Cc2ccccc2Cl)CCN(C(=O)c2cnccn2)CC1,-8,-160,8,-180,-12,10,-66,1
CC(=O)N1CCCCN2[C@H](CO)[C@@H](c3ccc(-c4cccc(C(=O)N(C)C)c4)cc3)[C@H]2C1,2,-20,-2,-8,10,x,9,1

# The closing 2 records of the section before lead into the next.
SMILES,PGC1a acetyl inh,EWS-Fli block,PglD inh,PAX8 inh HTS,S100A4 MyoIIA,FN deposit inh,LGR2 inh,ERAP1 HTS inh
CCOC(=O)C1(Cc2ccccc2Cl)CCN(C(=O)c2cnccn2)CC1,-8,-160,8,-180,-12,10,-66,1
CC(=O)N1CCCCN2[C@H](CO)[C@@H](c3ccc(-c4cccc(C(=O)N(C)C)c4)cc3)[C@H]2C1,2,-20,-2,-8,10,x,9,1
O=C(C(=O)N1CCC(CNS(=O)(=O)c2ccc(OC(F)(F)F)cc2)CC1)c1cc2ccccc2o1,x,18,x,30,1,-21,10,5
O=C(Cc1ccc(S(=O)(=O)N2CCOCC2)s1)NCCC(c1ccccc1)c1ccccc1,-11,x,-4,11,x,1,x,x
CN(C)CCNc1nc2sc3c(c2c(=O)n1-c1ccccc1)CCCCC3,6,14,-3,9,-1,-12,-14,11
CO[C@H]1CN(C)C(=O)c2cc(NS(=O)(=O)c3ccc(C)cc3)ccc2OC[C@H](C)N(C(=O)NC(C)C)C[C@@H]1C,-24,2,-2,x,5,-10,30,x
COc1nnc(-c2ccc(N3CCOCC3)c(NC(=O)C3CCCCC3)c2)c2ccccc12,38,x,-2,16,x,15,x,x
CCc1nnc2n1N=C(c1ccc(Cl)cc1)CS2,6,14,1,-1,0,6,-16,0
Cc1noc(C)c1NC(=O)NCC[C@@H]1CC[C@H](NC(=O)c2ccncc2)[C@@H](CO)O1,-16,-1,0,0,37,x,6,0
COc1ccc(N2CCOCC2)c(NC(=O)c2ccc3c(c2)OCO3)c1,-1,9,x,-5,1,-11,7,-2
C[C@@H]1CN([C@H](C)CO)C(=O)c2cc(NC(=O)C3CCCCC3)ccc2O[C@@H]1CN(C)C(=O)Nc1ccc2c(c1)OCO2,0,-3,5,-45,-10,x,-14,1
Cn1nnnc1Sc1ncnc2scc(-c3ccc(C#N)cc3)c12,-74,21,-1,72*,15,2,88*,2
CCCNC(=O)C(Cc1ccc(OC)cc1)NC(=O)c1ccc(Cl)cc1 (centres undefined),-2,-14,-1,-14,-1,-1,19,x
Cc1ccc(N2CC(C(=O)N3CCC(C(=O)NCCCOC(C)C)CC3)CC2=O)cc1 (centres undefined),3,2,0,1,-1,-3,-9,1
C[C@@H]1CCCCO[C@@H](CN(C)C(=O)Nc2ccc(C(F)(F)F)cc2)[C@H](C)CN([C@@H](C)CO)C(=O)c2cc(NC(=O)c3ccccc3)ccc2O1,x,13,1,11,0,x,3,-4
C[N+]1(C)CC[C@H](OC(=O)[C@@](O)(c2ccccc2)C2CCCC2)C1,-4,-3,0,-3,-1,2,4,0
CCOC(=O)c1ccc(S(=O)(=O)NNc2ccc(C(F)(F)F)cn2)cc1,x,-5,2,8,-4,-2,-4,-1
Cc1cccc(OC(=O)c2sc3ncn(C)c(=O)c3c2C)c1,-4,-4,x,-159,-3,x,-96,3
C[C@H]1CN([C@@H](C)CO)C(=O)c2cc(/C=C/c3ccccc3)cnc2O[C@@H]1CN(C)C(=O)C1CCC1,3,-7,-3,x,-15,x,-9,0
CC(C)C#Cc1ccc2c(c1)O[C@@H](CN(C)C(=O)NC(C)C)[C@@H](C)CN([C@@H](C)CO)S2(=O)=O,-6,-10,4,12,x,-12,9,x
NC(=O)CSc1nnc(NC(=O)c2cccc(S(=O)(=O)N3CCCCC3)c2)s1,-9,5,-1,19,2,-5,5,5
CS(=O)(=O)N(Cc1ccccc1Cl)c1ccc(C(=O)NCc2ccccn2)cc1,x,0,x,8,-3,-1,-2,11

# Sorted by the number under S100A4 MyoIIA (low to high): some entries from above.
canonical_smiles	S100A4 MyoIIA
C[C@H]1CN([C@@H](C)CO)C(=O)c2cc(/C=C/c3ccccc3)cnc2O[C@@H]1CN(C)C(=O)C1CCC1	-15
CN(C)CCNc1nc2sc3c(c2c(=O)n1-c1ccccc1)CCCCC3	-1
O=C(C(=O)N1CCC(CNS(=O)(=O)c2ccc(OC(F)(F)F)cc2)CC1)c1cc2ccccc2o1	1

# (continued)
SMILES,PGC1a acetyl inh,EWS-Fli block,PglD inh,PAX8 inh HTS,S100A4 MyoIIA,FN deposit inh,LGR2 inh,ERAP1 HTS inh
Cc1cc(C)nc(/N=C(\N)Nc2ccc(OCc3ccccc3)cc2)n1,-19,33,x,54,-1,-1,37,-2
O=C(O)COc1ccccc1/C=N/NC(=O)c1ccc(F)cc1,-18,3,7,-17,-13,2,21,-3
O=C(O)c1sccc1S(=O)(=O)N1CCCCC1,6,2,-1,-6,0,3,-2,1
C[C@H](CO)N1C[C@H](C)[C@H](CN(C)C(=O)Cc2ccccc2)OCCCC[C@H](C)Oc2ccc(NC(=O)Nc3cccc4ccccc34)cc2C1=O,2,-2,1,11,-7,x,-3,1
COc1ccc(NC(=O)CN(C)C(=O)c2cn(-c3ccccc3)nc2-c2cccnc2)cc1,-39,0,6,12,-6,1,-3,-3
CNC[C@@H]1Oc2ccc(NS(=O)(=O)c3ccc(C)cc3)cc2CC(=O)N([C@@H](C)CO)C[C@H]1C,-1,1,4,-9,2,x,-11,-1
CN(C)/N=C/C=C1\CC/C(=C\c2ccc(Br)cc2)C1=O,0,x,3,-57,x,-6,x,x
CC(C)n1nc(C(=O)NCCCN2CCCC2=O)c2ccccc2c1=O,0,x,-3,10,-4,0,-13,1
CCNC(=O)CC1C(=O)N(c2ccc(F)cc2)C(=O)N1CCc1sccc1C (centres undefined),-5,-1,x,0,-2,14,9,-1

# Source: PubChem
